A-T KAP1 phos = candidate therapy for ataxia-telangiectasia | […] A-T fibroblasts, KAP-1 phosphorylation AlphaLISA; neocarzinostatin DNA damage 30 min before lysis | Potency, µM (titrated, usually from 57.5 µM), for the others: at the highest dose activation, hits mostly activators | actives 0.19% (n = 320,000) | AID 485349; note: potency is the fitted concentration of half-maximal effect; % of control where 0% means no effect; nearly all actives have a fitted effect of over 45% in size
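ATM-like activity read as KAP-1 phosphorylation via AlphaLISA donor/acceptor antibody pairs after lysis and 6 hr at 25C. Cells were ATM-null patient fibroblasts ([…], hTERT), dosed 60 min, then exposed to the DSB inducer NCS for 30 min.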
hERG WT inh = inhibitors of human wildtype KCNH2 potassium channel; activity change, % at 1.84 µM; AID 720551; Q12809; actives 0.37% (n = 340,000); U2OS, BacMam KCNH2, thallium flux FluxOr; active compounds read low;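 active = maximum activity change below -70%; inconclusive = maximum activity change between -70% and -50%; inactive = maximum activity change above -50%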; note: % is set by controls: 0 for no effect and ±100 for the full control effect
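U2OS cells were transduced with wild-type KCNH2 virus (2.03 x 10^8 / mL) for 4 h at room temperature, then cultured overnight at 37 C. Thallium flux was read with FluxOr dye. Rate constants were normalized to DMSO controls.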
Coupling enz = counter-screen for Giardia aldolase inhibitors: coupling enzyme system | AID 2472 | activity change, negative = inhibition, % at 58.2 µM, hits read low | actives 0.67% (n = 290,000) | coupling enzyme system counterscreen, AmpLite Red fluorescence; in the data active = activity change below about -30%; note: % is set by controls: 0 for no effect and ±100 for the full control effect
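Coupling enzymes only (glyceraldehyde-3-phosphate) + compound, at 57.5 uM final, 10 min RT; add substrate/coupling/AmpLite Red mix, 20 min RT; fluorescence ex 525/em 598 nm. Actives flag coupling-system interference.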
MBNL1 CUG block = blocks human MBNL1 binding to CUG repeat RNA; AID 2675; Q9NR56; Potency, µM (top dose mostly 57.5 µM), inactives show at the top dose activity change, negative = inhibition, most hits filed as inhibitors; actives 0.036% (n = 280,000); TR-FRET MBNL1-His/biotin-(CUG)12 binding, 665/545 ratio; active = well fitted inhibition curve with a large enough effect in the signal ratio, with a control signal flat, not every such curve was filed as active; inconclusive = small, poorly fitted or top-dose-only effect, or effect the other way, or a change in a side signal; inactive = no such curve, though single readings can be large or run the other way; the % refers to the signal ratio; note: potency is the fitted concentration of half-maximal effect; % is set by controls: 0 for no effect and ±100 for the full control effect
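TR-FRET between His-tagged MBNL1 and biotin-(CUG)12 RNA, detected with Tb anti-His antibody (0.055 ng/ul) and streptavidin-XL665 (5 nM), 60 min at room temperature. Compounds titrated 92 nM to 58 uM; 665/545 nm ratio normalized to buffer and complex controls.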
CXXC DNA block = MLL CXXC-DNA interaction inhibition. AID 2662. actives 0.037% (n = 290,000). MLL-CXXC / FITC-HOXA9 DNA fluorescence polarization. Potency, µM (series often up to 115 µM), for the others: at the highest dose activity change, negative = inhibition, actives largely listed as inhibitors; active = well fitted inhibition curve with a large enough effect in the polarisation, with a control signal flat, not every such curve was filed as active; inconclusive = small, poorly fitted or top-dose-only effect, or effect the other way, or a change in a side signal; inactive = no such curve, though single readings can be large or run the other way; the % refers to the polarisation; note: potency is the fitted concentration of half-maximal effect
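Purified MLL-CXXC (added from a 7 uM solution) was preincubated 5 min at ambient with pinned compounds in 50 mM Tris-HCl pH 7.5, 50 mM NaCl, 1 mM DTT, 0.05% BSA. Fluorescein-labeled HOX-A9 DNA (50 nM solution) followed, 30 min, then polarization read.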
KCNH2 3.1 inh = KCNH2 3.1 (human) potassium channel inhibition; U2OS KCNH2 3.1, thallium flux FluxOr; active compounds read low; activity change, % (tested at about 1.8 µM); actives 0.95% (n = 340,000); AID 720553;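 active = maximum activity change below -70%; inconclusive = maximum activity change from -70% to -50%; inactive = maximum activity change above -50%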;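 note: thallium influx rate constant from kinetic fluorescence after stimulation buffer; % is set by controls: 0 for no effect and ±100 for the full control effect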
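FluxOr-based Tl+ influx in U2OS cells transduced with KCNH2 3.1 virus; rate constants normalized to DMSO controls.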
ASM inhibitor = inhibitors of human secretory acid sphingomyelinase. Potency, µM (doses to about 57.5 µM), for the others: at the highest dose activity change, negative = inhibition, most hits filed as inhibitors. AID 504937. placental ASM, HMU-PC fluorogenic substrate, 60 min. actives 0.006% (n = 340,000). P17405; note: potency is the fitted concentration of half-maximal effect
Target sequence (P17405 47-631 limits assumed): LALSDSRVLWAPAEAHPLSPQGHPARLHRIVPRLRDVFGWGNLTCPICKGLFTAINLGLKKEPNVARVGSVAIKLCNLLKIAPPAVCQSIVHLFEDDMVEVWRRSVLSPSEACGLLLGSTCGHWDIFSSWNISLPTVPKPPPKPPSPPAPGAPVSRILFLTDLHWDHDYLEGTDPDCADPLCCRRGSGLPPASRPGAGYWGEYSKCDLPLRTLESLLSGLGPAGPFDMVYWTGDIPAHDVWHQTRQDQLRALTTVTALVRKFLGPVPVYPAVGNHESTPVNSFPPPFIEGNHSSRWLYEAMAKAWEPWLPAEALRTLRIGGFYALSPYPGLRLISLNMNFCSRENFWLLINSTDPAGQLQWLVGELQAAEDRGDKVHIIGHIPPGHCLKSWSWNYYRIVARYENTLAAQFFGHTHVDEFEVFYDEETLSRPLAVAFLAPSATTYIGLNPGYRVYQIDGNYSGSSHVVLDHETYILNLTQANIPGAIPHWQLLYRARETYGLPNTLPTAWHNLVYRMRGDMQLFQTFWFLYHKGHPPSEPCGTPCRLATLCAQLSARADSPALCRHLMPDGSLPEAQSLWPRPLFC
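HMU-PC0 cleavage (9 uM final) by human placental ASM, 60 min at 37 °C following 10 min compound exposure at RT; stopped at pH 10, fluorescence Ex 386/Em 447 nm.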
GALK inhibitor = galactokinase (human) inhibition. P51570. Purified GALK, Kinase-Glo residual ATP luminescence. Potency, µM (top dose mostly 57.5 µM), for inactives: at the top dose activity change, negative = inhibition, usual class: inhibitors. actives 0.007% (n = 270,000). AID 1868; note: potency is the fitted concentration of half-maximal effect; % is set by controls: 0 for no effect and ±100 for the full control effect
Target sequence (P51570 whole entry, looked up): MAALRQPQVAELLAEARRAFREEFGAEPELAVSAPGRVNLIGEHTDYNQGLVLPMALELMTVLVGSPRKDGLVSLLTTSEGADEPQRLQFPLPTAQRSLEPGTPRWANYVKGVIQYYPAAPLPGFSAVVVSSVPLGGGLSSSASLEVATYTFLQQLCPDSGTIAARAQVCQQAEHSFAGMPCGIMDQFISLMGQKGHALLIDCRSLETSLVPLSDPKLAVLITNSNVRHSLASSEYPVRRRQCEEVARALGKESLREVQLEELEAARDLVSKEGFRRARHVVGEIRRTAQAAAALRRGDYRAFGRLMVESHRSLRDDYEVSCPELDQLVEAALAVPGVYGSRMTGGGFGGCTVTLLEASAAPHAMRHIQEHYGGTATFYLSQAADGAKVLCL
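ATP-depletion format; final 35 uM ATP, 100 uM D-galactose, 5 nM enzyme; pH 8.0 HEPES/Mg2+ buffer; 60 min RT; luminescence read 10 min after detection reagent.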
a7 integrin act = activators of alpha7 integrin expression for muscular dystrophy; alpha7betagal myoblasts, beta-gal FDG fluorescence, 48 h; Potency, µM (titrated, usually from 38.3 µM), without a hit: at the top dose activation, most hits filed as activators; actives 0.064% (n = 350,000);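 note: potency is the fitted concentration of half-maximal effect; 100% = response of the positive control SU9516; nearly all actives have a fitted effect of over 60% in size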
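Alpha7betagal+/- myoblasts (passage 13) were plated 16-24 hr, then exposed to compounds (1:260 dilution of DMSO stock) for 48 hours at 37C. After MPER lysis, β-galactosidase reporter activity was read as FDG fluorescence (ex 480/em 540) after 30 minutes.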
TRPV1 agonist = activates the human vanilloid receptor TRPV1. AID 540275. activation, % at 8.33 µM. Q8NER1. TRPV1-expressing cells, Fluo-8 calcium influx, agonist mode. actives 0.19% (n = 320,000); in the data active = activation above about 80%; inconclusive = between about 30% and that limit; note: 0% is about no effect
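Fluo-8 calcium influx in TRPV1-expressing cells, kinetic read (ex 480/em 520 nm). Compound added and read 3 min for agonist activity, followed by capsaicin at EC20 final and 2 min further read for enhancement.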
Active calls of the source: *; ? = inconclusive; · = no result given; [ ] = another dose, or the depositor's remark. Unless noted, calls come from the whole dose curve; as a rule, active = well fitted curve in the direction sought with a large enough effect; inconclusive = small, poorly fitted or top-dose-only effect, or another doubt; inactive = no such curve, though single readings can be large; an effect the other way counts as inactive or inconclusive.

SMILES	A-T KAP1 phos	hERG WT inh	Coupling enz	MBNL1 CUG block	CXXC DNA block	KCNH2 3.1 inh	ASM inhibitor	GALK inhibitor	a7 integrin act	TRPV1 agonist
CCOC(=O)c1ccc(N=c2sc(C(=O)OC)cc(=O)n2Cc2ccco2)cc1	3%	-7	-7	1%	4%	-2	-7%	-2%	7%	7
CC1CCCCN1CC(=O)Nc1ccccc1Sc1ccccc1 (configuration not stated)	?	8	-1	2%	4%	-15	2%	-1%	-18%	20
CC(C)(C)c1cc(C(=O)N/N=C/c2ccc(-c3ccccc3[N+](=O)[O-])o2)n[nH]1	1%	-15	·	?	4%	-3	-21%	-3%	-32%	3
C=C1C(=O)[C@@]23[C@H](O)C[C@@H]4C(C)(C)CC[C@H](O)[C@]4(C)[C@@H]2C[C@H](O)[C@@H]1[C@H]3O	19%	-4	7	14%	0%	15	11%	·	0%	4
C=C(C)c1cccc(C(C)(C)NC(=O)N2CCN(c3ncccn3)CC2)c1	·	-3	·	·	·	7	0%	·	-11%	·
COCCCn1c(C2CCCCC2)nc2oc3cc(OC)ccc3c(=O)c2c1=O	-2%	5	7	-16%	-2%	14	-6%	7%	-15%	4
CC(=O)c1c(C)[nH]c(C(=O)OCC(=O)c2c[nH]c3ccccc23)c1C	13%	-5	·	·	·	0	0%	·	0%	0
CC(=O)Nc1ccc(C=NNc2nnc(NN=Cc3ccc(NC(C)=O)cc3)c3ccccc23)cc1	·	-9	·	·	·	8	14%	·	-22%	·
CCOC(=O)CSc1nnc(CNC(=O)c2cccs2)n1CCc1ccccc1	-5%	-14	4	-1%	1%	-3	-2%	1%	-12%	1
O=C(O)c1ccc(S(=O)(=O)c2ccc3c(c2)C(=O)N(c2ccccc2[N+](=O)[O-])C3=O)cc1	18%	-1	·	?	-3%	·	5%	0%	0%	0
c1ccc(CC2CCN(c3nnnn3-c3ccccc3)CC2)cc1	11%	-18	6	-1%	-1%	-4	2%	0%	-18%	?
Cn1nccc1NC(=O)Nc1cccc(Cl)c1	-12%	-3	-1	32µM*	-6%	-3	2%	·	-11%	?

Entries of single compounds, quoted from the list:
Results for C=C(C)c1cccc(C(C)(C)NC(=O)N2CCN(c3ncccn3)CC2)c1 = A-T KAP1 phos = ·; hERG WT inh = -3; Coupling enz = ·; MBNL1 CUG block = ·; CXXC DNA block = ·; KCNH2 3.1 inh = 7; ASM inhibitor = 0%; GALK inhibitor = ·; a7 integrin act = -11%; TRPV1 agonist = ·
Results for CCOC(=O)c1ccc(N=c2sc(C(=O)OC)cc(=O)n2Cc2ccco2)cc1 = A-T KAP1 phos = 3%; hERG WT inh = -7; Coupling enz = -7; MBNL1 CUG block = 1%; CXXC DNA block = 4%; KCNH2 3.1 inh = -2; ASM inhibitor = -7%; GALK inhibitor = -2%; a7 integrin act = 7%; TRPV1 agonist = 7
Results for O=C(O)c1ccc(S(=O)(=O)c2ccc3c(c2)C(=O)N(c2ccccc2[N+](=O)[O-])C3=O)cc1 = A-T KAP1 phos = 18%; hERG WT inh = -1; Coupling enz = ·; MBNL1 CUG block = ?; CXXC DNA block = -3%; KCNH2 3.1 inh = ·; ASM inhibitor = 5%; GALK inhibitor = 0%; a7 integrin act = 0%; TRPV1 agonist = 0

2 of these compounds, set out differently.
Values in the order: A-T KAP1 phos	hERG WT inh	Coupling enz	MBNL1 CUG block	CXXC DNA block	KCNH2 3.1 inh	ASM inhibitor	GALK inhibitor	a7 integrin act	TRPV1 agonist
> CC(C)(C)c1cc(C(=O)N/N=C/c2ccc(-c3ccccc3[N+](=O)[O-])o2)n[nH]1
 : 1%	-15	·	?	4%	-3	-21%	-3%	-32%	3
> C=C1C(=O)[C@@]23[C@H](O)C[C@@H]4C(C)(C)CC[C@H](O)[C@]4(C)[C@@H]2C[C@H](O)[C@@H]1[C@H]3O
 : 19%	-4	7	14%	0%	15	11%	·	0%	4

Continued:
SMILES	A-T KAP1 phos	hERG WT inh	Coupling enz	MBNL1 CUG block	CXXC DNA block	KCNH2 3.1 inh	ASM inhibitor	GALK inhibitor	a7 integrin act	TRPV1 agonist
COc1ccc(S(=O)(=O)N2CCCC2=O)cc1N(C)S(C)(=O)=O	-2%	15	1	-3%	13%	0	-1%	3%	22%	2
CCCCC/S(CC1CC1(Cl)Cl)=N\S(=O)(=O)c1ccc(C)cc1 (configuration not stated)	1%	-3	0	-2%	6%	-3	0%	-1%	15%	16
CC1(C)CC(=O)C(C(N)=NC(=O)c2ccc([N+](=O)[O-])cc2)=C(O)C1	0%	-4	4	?	0%	-6	-1%	2%	5%	1
Cc1cccc(NCc2ccccc2OCc2ccccc2F)c1	6%	12	2	?	-1%	13	-4%	4%	-2%	1
O=C(NCc1nnc(SCC(=O)N2CCCc3ccccc32)o1)c1c(F)cccc1Cl	-2%	-6	3	-5%	5%	-16	6%	4%	3%	-5
Cc1ccc(NC(=S)NCCSc2ccc(Cl)cc2)cc1	3%	-8	0	-2%	16%	2	-4%	-1%	-18%	?
CCc1cc(C(=O)OCC(=O)N2CCC(c3ccccc3)=N2)sc1C	3%	6	·	4%	1%	6	-9%	5%	42%	19
O=C(c1ccc(F)cc1)N1CCN(c2ncccn2)CC1	5%	3	4	-17%	1%	0	0%	1%	-10%	-5
CC(C)(Oc1ccc(Cl)cc1)C(=O)O/N=C(\N)c1ccncc1	7%	-3	1	-3%	4%	31	-3%	-4%	?	13
O=c1cnc2cc([N+](=O)[O-])ccc2[nH]1	-2%	-12	7	?	0%	·	-5%	-2%	-7%	-2
CCN(Cc1ccncc1)Cc1cn[nH]c1-c1cc(OC)c(OC)c(OC)c1	3%	-8	2	-9%	-2%	-6	3%	2%	?	-2
COc1ccc(CNC(=O)C(C)n2nc(C)c3c(C)n(-c4ccc(C)cc4)nc3c2=O)cc1 (configuration not stated)	-2%	2	3	-3%	5%	9	2%	2%	-53%[inhibitor]	2
Cc1ccn2cc(CCNC(=O)CC3CCCCC3)nc2c1	2%	12	0	-7%	-2%	-5	3%	0%	14%	6
CC1(C)Cc2cccc(C(=O)NCc3ccco3)c2O1	0%	-5	2	-5%	-2%	-9	1%	·	3%	0
COc1ccccc1NC(=O)c1ccc(NC(=O)CN2CCN(C(=O)c3ccco3)CC2)cc1	5%	-1	5	2%	7%	-2	-2%	5%	22%	1
CCOC(=O)C1(Cc2cccc(Cl)c2)CCCN(C(=O)CCN2CCCC2=O)C1 (configuration not stated)	23%	·	·	-1%	26%	·	·	-3%	·	-4
CC(=O)N1CCCc2cc(S(=O)(=O)Nc3ccc(C)cc3C)ccc21	3%	8	8	3%	4%	14	5%	·	-13%	6
Cn1c(=O)[nH]c(=O)c2c1nc(N1CCCC1)n2CCCSc1nnnn1-c1ccccc1	9%	1	-3	1%	4%	-4	1%	1%	-11%	11
COC1=C(Nc2ccc(C)cc2)C(=O)c2ccccc2C1=O	-3%	-2	-32*	?	-10%	-2	-9%	3%	-11%	12
Cc1cc(C)cc(NS(=O)(=O)c2c(C)[nH]c(=O)[nH]c2=O)c1	-14%	1	5	-2%	-1%	-6	1%	·	-14%	7
CCOc1ccc(S(=O)(=O)/N=C(/Nc2ccc(C)c(S(=O)(=O)N3CCOCC3)c2)c2ccccc2)cc1	1%	5	·	·	·	2	-2%	·	1%	·
NC(=O)C1CCN(C(=O)CCSCc2ccc(Cl)c(Cl)c2)CC1	-3%	-1	4	-4%	2%	-9	3%	4%	7%	88*
CCOC(=O)c1oc2ccc3c(c2c1C)C(=O)CC1(CCN(C(=O)OCC)CC1)O3	-2%	-12	1	-2%	-3%	-12	-8%	-8%	0%	0
COC(=O)c1c(-c2ccc3ccccc3c2)csc1NC(=O)Cc1ccc(OC)c(OC)c1	0%	7	-3	-4%	-8%	0	1%	0%	-44%	8
Cc1ccccc1NC(=O)c1cccc2nccnc12	0%	2	1	?	-7%	1	-6%	12%	-21%[7.66 µM]	-1
COc1cc([N+](=O)[O-])ccc1NC(=O)CSc1nccn1C	-4%	-16	1	?	-12%	11	4%	2%	-7%	-2
O=C(Nc1nnc(-c2ccc3c(c2)CCCC3)o1)c1ccc(Cl)cc1Cl	-7%	-14	14	-8%	-4%	-1	-5%	-3%	-21%	-1
O=C(Oc1cccc(C(=O)N2CCOCC2)c1)c1ccc(Br)cc1	8%	-20	0	6%	13%	-1	0%	5%	9%	-1
COc1ccc(S(=O)(=O)N2CCSC2c2ccccc2)cc1 (configuration not stated)	6%	7	-1	-2%	13%	-17	-2%	1%	-14%	5
COc1ccccc1C(=O)N/C(=C\c1ccc(Br)cc1)C(=O)NCCO	0%	-1	1	6%	11%	-34	-1%	-1%	12%	-1
Cc1nc(NC2CCCCC2)c2nnn(Cc3ccccc3Cl)c2n1	4%	-9	-1	-3%	0%	-4	-4%	2%	34%	19
COc1ccc2[nH]c(C(=O)O)c(NS(=O)(=O)c3ccc(F)cc3)c2c1	10%	-25	2	7%	17%	4	8%	-1%	-16%	-2
